# Assay outcomes from PubChem.
# PI4K2A inh: blocks human PI4K2A kinase activity; Q9BTU6; purified PI4K2A, ADP-Glo luminescence, 1 h; hits give low values; activity change, negative = inhibition, % at 76.9 µM; 420,000 compounds, 0.13% hits; in the data active means activity change below about -50%; inconclusive means mostly about -30% to -49%;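 further: -100% = wells without enzyme as full effect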
#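 Compounds are screened against recombinant PI4K2A using PI as substrate and ATP, the latter dispensed at 300 microM. Reactions run one hour at ambient temperature before ADP-Glo detection; full inhibition defined by wells lacking enzyme.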
# GLS inhibitor: inhibitors of human glutaminase (GLS); 410,000 compounds, 0.21% hits; GLS enzymatic activity, qHTS titration; Potency, µM (titrated, usually from 45.5 µM), inactives show top-dose activity change, negative = inhibition, hits mostly inhibitors; O94925; further: potency means the concentration at half of the fitted maximal effect; on the % scale 0 is the no-effect control and ±100 the full control effect
#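 hKGA in 45 mM KH2PO4 (pH 8.2), 0.02% Tween-20 with compound, then 1mM L-Glutamine (stock as added) plus glutamate oxidase/HRP/Amplex red coupling mix. Fluorescence read initially and after 30 min at RT; signal change reflects glutamate formation.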
# JMJD2A Tudor inh: JMJD2A Tudor domain (human) inhibition | AlphaScreen JMJD2A-Tudor / H3K4me3 peptide binding | O75164 | 390,000 compounds, 4.4% hits | Potency, µM (top dose mostly 114 µM), for the others: top-dose activity change, negative = inhibition, usual class: inhibitors; further: potency means the concentration at half of the fitted maximal effect; on the % scale 0 is the no-effect control and ±100 the full control effect; nearly all actives have a fitted effect of over 50% in size
# BAZ2B block: inhibitors of human BAZ2B bromodomain; 360,000 compounds, 4.4% hits; AlphaScreen BAZ2B-H3K14Ac peptide displacement; Potency, µM (top dose mostly 114 µM), inactives show top-dose activity change, negative = inhibition, hits mostly inhibitors; further: potency means the concentration at half of the fitted maximal effect; on the % scale 0 is the no-effect control and ±100 the full control effect; nearly all actives have a fitted effect of over 60% in size
#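 Multi-concentration screen (max 110 uM) measuring displacement of acetylated histone H3 peptide from BAZ2B by AlphaScreen, using 50 nM protein, 50 nM peptide and 10 ug/mL streptavidin donor plus Ni-chelate acceptor beads.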
# POLH inh: blocks human DNA polymerase eta activity. Q9Y253. recombinant Pol eta, fluorescent DNA replication assay. Potency, µM (top dose mostly 114 µM), for inactives: top-dose activity change, negative = inhibition, hits mostly inhibitors. 390,000 compounds, 1.2% hits. AID 588591; further: potency means the concentration at half of the fitted maximal effect; on the % scale 0 is the no-effect control and ±100 the full control effect
# Target sequence (Q9Y253 whole entry, looked up): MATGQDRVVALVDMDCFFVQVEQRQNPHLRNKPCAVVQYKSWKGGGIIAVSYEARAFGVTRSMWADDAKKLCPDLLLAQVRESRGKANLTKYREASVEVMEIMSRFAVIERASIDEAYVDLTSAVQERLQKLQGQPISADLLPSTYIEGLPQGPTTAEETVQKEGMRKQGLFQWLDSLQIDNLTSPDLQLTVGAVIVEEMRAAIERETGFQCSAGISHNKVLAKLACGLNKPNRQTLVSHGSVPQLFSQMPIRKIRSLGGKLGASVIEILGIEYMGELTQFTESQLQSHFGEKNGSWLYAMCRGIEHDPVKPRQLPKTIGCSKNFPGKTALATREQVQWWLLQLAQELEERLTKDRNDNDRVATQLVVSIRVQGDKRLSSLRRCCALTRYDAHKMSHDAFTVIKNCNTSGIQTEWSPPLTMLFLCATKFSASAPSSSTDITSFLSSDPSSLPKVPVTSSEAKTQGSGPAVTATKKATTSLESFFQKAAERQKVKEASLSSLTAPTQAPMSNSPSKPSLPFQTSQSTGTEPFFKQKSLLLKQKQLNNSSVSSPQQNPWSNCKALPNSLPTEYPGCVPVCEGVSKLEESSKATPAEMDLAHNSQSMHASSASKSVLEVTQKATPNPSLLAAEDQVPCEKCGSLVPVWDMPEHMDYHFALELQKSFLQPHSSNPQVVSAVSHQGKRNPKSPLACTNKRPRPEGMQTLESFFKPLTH
#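 Fluorescent replication assay: 50 nM final substrate added after a 15 min room-temperature compound preincubation with 10 nM enzyme. Signal taken at 0 min and again at 10 min.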
# Pin1 inhibitor: inhibitors of human Pin1. Q13526. Pin1 FP peptide displacement, HiFluor488, 10 min. Potency, µM (doses to about 115 µM), for the others: top-dose activity, negative = inhibition, hits mostly inhibitors. 390,000 compounds, 0.009% hits. AID 504891; active means well fitted inhibition curve with a large enough effect in the polarisation, with a control signal flat, not every such curve was filed as active; inconclusive means small, poorly fitted or top-dose-only effect, or effect the other way, or a change in a side signal; inactive means no such curve, though single readings can be large or run the other way; the % refers to the polarisation; further: potency means the concentration at half of the fitted maximal effect; on the % scale 0 is the no-effect control and ±100 the full control effect
# HP1b binding inh: blocks HP1-beta chromodomain binding to methylated histone tails; P83916; AlphaScreen HP1-beta / biotin-H3K9me3 peptide binding; Potency, µM (top dose mostly 114 µM), for the others: top-dose activity change, negative = inhibition, actives largely listed as inhibitors; 390,000 compounds, 0.56% hits; AID 540317; further: potency means the concentration at half of the fitted maximal effect; nearly all actives have a fitted effect of over 70% in size; inactives centre near 23
#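 Compound inhibition of the preformed complex between 50 nM HP1-beta and 50 nM biotinylated H3K9me3 peptide was read by AlphaScreen. Buffer was PBS pH 7.4 with 0.01% Tween-20. Incubations ran 30 min at room temperature, with 10 ug/mL donor/acceptor beads.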
# Tb PGK inh: inhibitors of T. brucei phosphoglycerate kinase | P07378 | PGK/GAPDH coupled, Kinase-Glo luminescence, 60 min | Potency, µM (titrated, usually from 57.5 µM), inactives show at the top dose activity change, negative = inhibition, most hits filed as inhibitors | 380,000 compounds, 0.043% hits; further: potency means the concentration at half of the fitted maximal effect; on the % scale 0 is the no-effect control and ±100 the full control effect; nearly all actives have a fitted effect of over 60% in size
#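 Recombinant glycosomal PGK reaction used 1,3-bisphosphoglycerate generated in-well by GAPDH (100nM final) in 100mM TEA pH 7.6, 5mM MgCl2, 0.01% Tween-20. After 60 minutes at room temperature, ATP was read by Kinase-Glo Plus luminescence end-point.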
# G9a inh: G9a (human) methyltransferase inhibition | G9a H3K9 monomethylation, AlphaScreen, 2 h | Potency, µM (titrated, usually from 102 µM), for inactives: at the top dose activity, negative = inhibition, hits mostly inhibitors | 350,000 compounds, 8.8% hits | Q96KQ7 | AID 504332; further: potency means the concentration at half of the fitted maximal effect; on the % scale 0 is the no-effect control and ±100 the full control effect; nearly all actives have a fitted effect of over 75% in size
# Target sequence (Q96KQ7 913-1193 limits assumed): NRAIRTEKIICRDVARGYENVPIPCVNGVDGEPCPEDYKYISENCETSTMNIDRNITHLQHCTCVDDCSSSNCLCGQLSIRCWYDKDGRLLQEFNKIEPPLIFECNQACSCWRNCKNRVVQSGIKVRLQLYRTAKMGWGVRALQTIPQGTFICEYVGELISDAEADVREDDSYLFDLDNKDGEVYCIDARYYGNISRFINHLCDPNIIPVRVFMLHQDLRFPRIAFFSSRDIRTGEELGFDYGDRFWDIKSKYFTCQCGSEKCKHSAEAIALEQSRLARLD
#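 G9a (20 nM) was preincubated 15 min with compound, then reacted 2 h at room temperature with 500 nM biotin-H3K9 peptide and 20 µM SAM. Monomethyl-H3K9 detected by AlphaScreen using anti-H3K9me1 antibody.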
# Starred values were filed as active, the others as inactive; i = inactive; ? = inconclusive; · = no result given; [ ] = dose if it differs, or a comment. Unless noted, the call rests on the fitted dose curve; in most records, active means well fitted curve in the direction sought with a large enough effect; inconclusive means small, poorly fitted or top-dose-only effect, or another doubt; inactive means no such curve, though single readings can be large; an effect the other way counts as inactive or inconclusive. These rows are one share of the data; rates above refer to the full screens.
JMJD2A Tudor inh,GLS inhibitor,PI4K2A inh,HP1b binding inh,BAZ2B block,POLH inh,Pin1 inhibitor,G9a inh,Tb PGK inh,Molecule
-32%,7%,5,-4%,-10%,?,?,?,-5%,CN1/C(=C\C(=O)COC(=O)CNC(=O)c2ccc3ccccc3c2)C(C)(C)c2ccccc21
-25%,-5%,-3,18%,-5%,-18%,9%,45µM*,-6%,CCOc1ccc(OCc2ccc(C(=O)Nc3cccc(C)n3)o2)cc1
-8%,23%,2,35%,1%,-13%,3%,7%,1%,O=C(NCc1ccccc1)N1CCN(c2ccccc2)CC1
-23%,-1%,-4,16%,-9%,-26%,1%,0%[59 µM],i,O=C(COC(=O)Cn1cnc2ccccc2c1=O)Nc1ccccc1Sc1ccc(Cl)cc1
-6%,11%,0,4%,15%,0%,-7%,20%[59 µM],0%,Cc1ccnc(NC(=O)CNC(=O)c2ccc(Br)o2)c1
-21%,-9%,1,19%,-6%[57.1 µM],-13%,0%,5%,-20%,O=C(Nc1ccccc1)N(C1=NCCCCS1)c1cccc2ccccc12
-4%,7%,1,22%,2%,2%,-6%,25%,8%,CCCCCCCCn1ccc(=N)cc1
-2%,-1%,1,38%[activator],1%,-14%,8%,?,i,Cc1cc(Nc2c(C)n(C)n(-c3ccccc3)c2=O)n2c(nc3cc(F)c(F)cc32)c1C#N
0%,11%,4,14%,-4%,-10%,2%,20%[59 µM],7%,N/C(=N\OC(=O)CCC1CCCC1)c1cccnc1
-10%,-1%,1,19%,·,-4%,0%,·,6%,O=C1c2ccccc2C(=O)N1CCCc1cn(C[C@H]2CC[C@H](Cn3cc(CCCN4C(=O)c5ccccc5C4=O)nn3)O2)nn1
-23%,3%,0,20%,7%,-18%,1%,2%[12.7 µM],1%,Cc1ccc(S(=O)(=O)N2CCCC(c3nnc4n3-c3ccccc3SC4)C2)cc1 (centres undefined)
-21%,0%,-2,-17%,?,-15%,-15%,?,-1%,Cc1cc(N2CCN(c3ccccc3)CC2)nc(NCc2ccccc2)n1
-29%,-4%,0,4%,-3%,-17%,-5%,18%[0.501 µM],i,COc1ccc(OC)c(C2NC(=O)NC(C)=C2C(=O)OC2CCCCC2)c1 (centres undefined)
49%[activator],7%,-4,61%[activator],79%[activator],-9%,0%,65%[activator][59 µM],-7%,Cc1ccc(CSc2nc3ccsc3c(=O)n2CCC(C)C)cc1
-6%,3%,5,29%,4%,-20%,2%,-4%[59 µM],i,Cc1ccc(Cn2nnc3c(=O)n(CC(=O)OCc4ccccc4)cnc32)cc1
-1%[11.4 µM],-10%,-6,·,356%[activator],-26%,-5%,211%[activator][59 µM],-3%,Clc1ccc(SCc2cc(-c3ccc(Cl)cc3)on2)cc1
23%,1%,-7,11%,-4%,-10%,-2%,·,-4%,O=C(Cc1ccc(Cl)cc1Cl)Nc1ccncc1Cl
-14%,0%,-9,14%[57 µM],-18%,22µM*,15%,?,i,O=C(O)c1ccc(/C=C/C(=O)c2ccc3c(c2)OCCCO3)cc1
27%,4%,3,72%[activator],11%,-21%,-6%,-4%[0.501 µM],-4%,Cc1ccc2nc(Nc3ccccc3)cc(C)c2c1
-5%,4%,0,30%,2%,-16%,-8%,4%,-8%,CC1(C)NC(=O)N(CC(O)CN2C(=O)NC(C)(C)C2=O)C1=O
-27%,-5%,9,3%,-27%,-9%,4%,?,-3%,N#CC1(NC(=O)CSc2nc3ccc([N+](=O)[O-])cc3s2)CCCCC1
-9%,3%,0,6%,-1%,1%,?,13%[59 µM],-10%,Cc1nc2ccc(F)cc2cc1C(=O)Nc1ccc(Cl)c(Cl)c1
14µM*,?,4,8%,-14%,-3%,-2%,-34%,i,CCOc1ccc(C(O)(c2ccccc2)C(CN2CCCC2)c2ccccc2)cc1 (centres undefined)
-20%,3%,-3,15%,7%,-6%,0%,?,-6%,CN(C)CCn1c2c(c(SCC(=O)Nc3ccc4c(c3)OCCO4)nc1=O)CCCC2
4%,-2%,-1,37%,5%,-14%,3%,3%,3%,O=C(NCCc1ccc(C(F)(F)F)cc1)c1ccc(Cl)nc1
?,26%,2,?,50µM*,-24%,73%[activator],50µM*,-2%,COc1cc(NC2=Nc3cccc4cccc2c34)cc(OC)c1OC
-23%,-13%,3,4%,?,-13%,-6%,12%[12.7 µM],i,Cc1cc(C)c(C)c(S(=O)(=O)N2CCC(C(=O)NCc3ccco3)CC2)c1C
-16%,22%,5,10%,9%,-15%,-3%,24%[59 µM],0%,COc1cccc(/C=N/NC(=O)c2cnccn2)c1
25µM*,7%,-20,2%,20µM*,8%,-5%,?,-4%,COc1cnc(-c2ccccn2)nc1N(C)c1ccccc1
-27%,0%,-1,-3%,6%,?,12%,-30%,i,Cc1cc(C(=O)CCC(=O)N(C)CC(=O)Nc2ccc(OC(F)(F)F)cc2)c(C)s1
2%,0%,-5,63%[activator],8%,-13%,0%,20%,i,CCn1cc(Br)c(C(=O)Nc2ccc(F)cc2F)n1
-10%,16%,2,19%,1%,-3%,2%,-25%,-12%,CCNS(=O)(=O)c1c(C)cc(C)c(N(C)S(=O)(=O)c2ccccc2)c1C
-22%,-10%,7,9%,-7%,-10%,-15%,45µM*,10%,C/C(=N\NC(=O)c1ccc(N(C)C)cc1)c1ccc(C)c(C)c1
-19%,1%,-2,35%,·,-9%,-1%,·,-3%,c1ccc(Nc2nc(N3CCCC3)nc(N3CCOCC3)n2)cc1
-30%,1%,6,14%[57 µM],-2%,-10%,?,-6%[59 µM],-2%,Cc1cccc(C(=O)Nc2nnc(SCc3cc(=O)n4cccc(C)c4n3)s2)c1
12%,-1%,-1,86%[activator],16%,-6%,1%,-12%[59 µM],i,COc1cccc(-c2cc(C(F)(F)F)nc(-n3nc(C)c(Br)c3C)n2)c1
-4%,0%,-2,-1%,-9%,-3%,-8%,1%,-11%,CC(NC(=O)c1ccccc1Br)c1nnc(SCC(=O)NC2=NCCS2)n1C (centres undefined)
-7%,7%,5,22%,-5%,12%,1%,1%[59 µM],-1%,Cc1cc(C)n(C(C)CC(=O)Nc2ccc(-c3ccno3)cc2)n1 (centres undefined)
-10%,2%,2,13%,12%,-9%,4%,10%[59 µM],6%,CC(=O)c1cccc(NC(=O)CSc2nc(=O)n(CCCN3CCOCC3)c3c2CCC3)c1
-23%,?,-9,-2%,-23%,-10%,-2%,?,i,COc1cc(/C=C/C(=O)OCC(=O)Nc2ccc3c(c2)OCCO3)ccc1O
-10%,3%,-1,22%,·,-6%,3%,-5%,7%,COc1cc(C#N)ccc1OCC(=O)Nc1cccc(S(=O)(=O)N2CCCC2)c1
-21%,-4%,0,31%,6%[57.1 µM],-13%,5%,-1%,-2%,N#C/C(=C\c1cccc(Oc2ccc(C(F)(F)F)cc2[N+](=O)[O-])c1)c1nc2ccccc2[nH]1
?,-7%,1,-6%,0%,-15%,-10%,-6%,3%,COc1ccc(S(=O)(=O)N(CC(=O)NC2CC3CCC2C3)c2ccccc2OC)cc1 (centres undefined)
18µM*,?,-4,6.3µM*,28µM*,13µM*,?,?,11µM*,C=C(C)C(=O)Nc1cccc(C2=NOC3(C2)C[C@@H](C(N)=O)N(C(=O)c2cc([N+](=O)[O-])cc([N+](=O)[O-])c2C)C3)c1 (some centres undefined)
1%,-5%,-3,26%,-5%,-28%,-7%,8%,3%,O=C(Cc1ccc([N+](=O)[O-])cc1)NCc1ccncc1
-3%,-8%,5,26%,-15%,-9%,-6%,-9%,-1%,Cn1cnnc1SCC(=O)NC(=O)NC1CCCC1
?,?,-4,?,-29%,11%,-17%,1.1µM*,-1%,S=c1[nH]nc(Nc2ccccc2)s1
-20%,6%,3,27%,-3%,2%,-9%,-2%[59 µM],-2%,Cc1ccccc1NC(=S)NCC(c1cccnc1)N1CCOCC1 (centres undefined)
-10%,47%[activator],1,47%[activator],-3%,-6%,-3%,-6%[12.7 µM],-6%,O=C(NC(=S)N1CCCCC1)C12CC3CC(CC(C3)C1)C2
-8%,11%,-1,20%,10%,-4%,-1%,·,5%,CC(C)CN1CCN(Cc2cc(F)ccc2-n2cccn2)CC1CCO (centres undefined)
-8%,10%,-4,35%[activator],-14%[57.1 µM],-2%,0%,10%,5%,CCCCN(CCCNC(=O)CN1C(=O)COc2ccc(S(=O)(=O)N3CCC(C)CC3)cc21)Cc1ccccc1
2%,4%,1,6%,-12%,-14%,?,13%[12.7 µM],-4%,O=c1c(-c2ccc3c(c2)OCCO3)c(C(F)(F)F)oc2cc(O)cc(O)c12
-10%,-2%,2,48%[activator],-11%,-12%,23%,17%,i,C/C(=N/Nc1nc(-c2ccccc2F)nc2ccccc12)c1ccccc1O
-13%,-3%,2,4%,·,0%,7%,·,i,CC(C)(C)OC(=O)C[C@@H]1C/C=C\C[C@@H](CC(=O)NCCO)C(=O)N[C@H](Cc2ccccc2)COC1=O

# Quoted at random: 3 entries already listed.
JMJD2A Tudor inh,GLS inhibitor,PI4K2A inh,HP1b binding inh,BAZ2B block,POLH inh,Pin1 inhibitor,G9a inh,Tb PGK inh,Molecule
-10%,3%,-1,22%,·,-6%,3%,-5%,7%,COc1cc(C#N)ccc1OCC(=O)Nc1cccc(S(=O)(=O)N2CCCC2)c1
-21%,0%,-2,-17%,?,-15%,-15%,?,-1%,Cc1cc(N2CCN(c3ccccc3)CC2)nc(NCc2ccccc2)n1
-8%,10%,-4,35%[activator],-14%[57.1 µM],-2%,0%,10%,5%,CCCCN(CCCNC(=O)CN1C(=O)COc2ccc(S(=O)(=O)N3CCC(C)CC3)cc21)Cc1ccccc1
